Arr AP2 block: inhibitors of human beta-arrestin and AP2 interaction. FITC-arrestin peptide / GST-AP2 beads, flow cytometry; AP2 beta2 appendage carries R879A mutation. inhibition, % at 10 µM. actives 0.31% (n = 340,000);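 active = inhibition above a set limit, near 3 SD of compounds lacking own fluorescence, cut at about 54% in these data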;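 also: plate controls were DMSO wells for no effect and 5 µM unlabelled arrestin peptide for full effect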
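Assay system: GST-AP2 R879A bound to glutathione beads, E. coli-expressed; Medium: PBS with 0.05% Tween 20 and 0.1% BSA; Also added: fluorescein-tagged arrestin peptide at 50 nM final; Timing: 12 min plus 1 h, RT; Measured by: flow cytometry, FL1 (488/535 nm); Evaluation: percent drop in bead-associated FITC signal.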
CAL PDZ FP-1: inhibitors of human CAL PDZ peptide binding | Q9HD26 | purified CAL PDZ, TMR-peptide fluorescence polarization, 1 h | inhibition, % at 24.9 µM | actives 0.92% (n = 300,000) | AID 602252;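 active = mean inhibition of at least 30% with at least half of replicates also reaching 30%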;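 also: 0% = DMSO neutral control and 100% = excess unlabeled competitor peptide PRC23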
NSD2 inh: blocks human histone methyltransferase NSD2 | inhibition, % at 12.5 µM | actives 0.54% (n = 310,000) | NSD2 peptide methylation, AlphaScreen, 120 min | O96028; in the data active = inhibition above about 50%
V-ATPase pH: alters yeast V-ATPase proton transport; S. cerevisiae, pHLuorin cytosolic pH fluorescence; response, % at 10 µM; actives 0.37% (n = 350,000); AID 504577; in the data active = response mostly above about 7.3%, no sharp cut-off; inactive = mostly below about 5.4%; also: actives read high; inactives centre near 0; some compounds called inactive have numbers as strong as hits
Pemphigus Ab inh: blocks pemphigus antibody binding to human desmoglein-3; actives 0.48% (n = 310,000); binding (percent of control), % at 10 µM; P32926; DSG3-coupled beads, scFv-anti-DSG3-GFP binding, flow cytometry; stronger effect = lower value; AID 588358;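 active = binding more than 3 SD below its plate's average and above zero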;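 also: hits lower antibody fragment binding to DSG3; some compounds called inactive have numbers as strong as hits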
Target sequence (P32926 whole entry, looked up, the tested form may be a part): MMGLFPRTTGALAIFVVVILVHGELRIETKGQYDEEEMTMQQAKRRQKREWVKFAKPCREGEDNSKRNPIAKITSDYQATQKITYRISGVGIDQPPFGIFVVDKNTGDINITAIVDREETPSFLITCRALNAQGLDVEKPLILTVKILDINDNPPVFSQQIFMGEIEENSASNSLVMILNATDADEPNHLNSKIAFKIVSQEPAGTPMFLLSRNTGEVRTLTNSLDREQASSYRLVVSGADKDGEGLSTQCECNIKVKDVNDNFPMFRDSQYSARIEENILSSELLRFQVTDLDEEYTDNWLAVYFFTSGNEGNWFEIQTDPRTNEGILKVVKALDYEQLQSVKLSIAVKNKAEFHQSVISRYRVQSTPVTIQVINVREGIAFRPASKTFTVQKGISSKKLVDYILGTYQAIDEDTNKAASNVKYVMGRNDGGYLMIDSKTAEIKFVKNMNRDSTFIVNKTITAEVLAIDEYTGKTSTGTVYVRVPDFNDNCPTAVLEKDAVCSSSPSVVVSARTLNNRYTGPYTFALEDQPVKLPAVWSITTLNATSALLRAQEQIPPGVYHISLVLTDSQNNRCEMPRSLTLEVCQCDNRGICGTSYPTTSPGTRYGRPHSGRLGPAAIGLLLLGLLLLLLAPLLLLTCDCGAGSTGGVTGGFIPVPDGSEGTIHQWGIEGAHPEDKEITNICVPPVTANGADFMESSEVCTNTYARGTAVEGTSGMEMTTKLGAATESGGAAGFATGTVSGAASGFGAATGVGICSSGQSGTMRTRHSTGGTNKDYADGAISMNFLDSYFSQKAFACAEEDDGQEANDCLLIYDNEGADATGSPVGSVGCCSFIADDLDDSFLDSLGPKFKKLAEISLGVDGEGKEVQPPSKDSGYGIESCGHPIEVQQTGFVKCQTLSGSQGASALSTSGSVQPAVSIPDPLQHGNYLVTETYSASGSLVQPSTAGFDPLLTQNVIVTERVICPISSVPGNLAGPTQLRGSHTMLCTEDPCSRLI
DAGLB inhibitor: diacylglycerol lipase beta (human) inhibition; HEK293T DAGLB membrane lysate, EnzChek fluorogenic substrate; actives 0.059% (n = 340,000); AID 504411; inhibition, % at 5.17 µM; in the data active = inhibition above about 34%;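 also: 0% = enzyme with vehicle and 100% = wells lacking enzyme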
CAL PDZ FP-2: human CAL PDZ-peptide interaction inhibition; actives 0.02% (n = 330,000); AID 504414; purified CAL PDZ, TMR-peptide fluorescence polarization, 1 h; inhibition, % at 20 µM; Q9HD26;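 active = highest replicate inhibition of at least 40%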;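 also: plate controls were DMSO neutral control wells for no effect and unlabeled competitor peptide control wells for full effect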
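Control set: unlabelled peptide and DMSO controls / Material: purified CerCALP PDZ construct / Timing: 1 h incubation at room temperature before polarization reading / Doses: 20 µM, one dose / Detection: fluorescence polarization (mP)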
Keap1 Nrf2 FP: Keap1-Nrf2 (human) interaction inhibition; actives 0.15% (n = 340,000); inhibition, % at 9.4 µM; Keap1 Kelch-Nrf2 peptide fluorescence polarization, 1536-well; Q14145; in the data active = inhibition above about 12%;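 also: human Keap1 Kelch domain with fluorescein labeled Nrf2 9mer peptide probe; 0% = neutral control wells and 100% = peptide positive control; higher means more block of Keap1 binding to Nrf2 peptide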
RTF Ca sens inh: cardiac RTF calcium desensitization | actives 0.12% (n = 340,000) | inhibition, % at 7.15 µM | IANBD-labeled cardiac RTF, Ca2+ fluorescence | P19429+P45379 | AID 493244;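 active = inhibition above the mean inhibition of all tested compounds plus 3 SD, cut at about 17% in these data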;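 also: assay run at fixed EC70 calcium of 1.6 mM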
LANA DNA inh: inhibitors of KSHV LANA C-terminal domain DNA binding; MBP-C-LANA/FAM-LBS DNA binding, fluorescence polarization; inhibition, % at 9 µM; AID 504423; actives 0.078% (n = 340,000);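 active = highest replicate inhibition at or above 60% at 9 µM, even if other replicates fall short; inactive = all replicates below 60% inhibition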;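 also: 0% = neutral control wells and 100% = 4 µM acridine orange control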
An asterisk follows results filed as active; · = no result given.

SMILES	Arr AP2 block	CAL PDZ FP-1	NSD2 inh	V-ATPase pH	Pemphigus Ab inh	DAGLB inhibitor	CAL PDZ FP-2	Keap1 Nrf2 FP	RTF Ca sens inh	LANA DNA inh
O=C(CCCN1C(=O)c2ccccc2C1=O)Nc1ccccc1C(=O)N1CCOCC1	-2	0	-2	0	106	-3	0.3	-5	-11	-0.2
O=C(NCC1(c2ccccc2)CCCC1)C(=O)N1CCOCC1	15	-2	-2	-2	·	-4	·	-1	-13	0.8
Oc1ccc(-c2nccc(-c3ccc(Cl)cc3)n2)cc1	-11	3	-5	1	96	-2	-2.7	0	2	0.3
Cc1cc(NC(=O)CCC(=O)N(C2CC2)C2(C(=O)NC3CCCC3)CCC(C)CC2)no1 (centres undefined)	13	2	-5	-2	89	2	·	1	-1	-0.2
COc1cc(C)nc2nc(SCc3ccccc3)nn12	7	-2	-3	-63	·	-4	-1.0	-2	-2	-2.1
O=c1c2ccccc2sn1-c1nccs1	48	3	-2	1	28*	·	-0.1	-5	·	-0.6
CCOc1cc(C(=O)Nc2ccc(N3CCOCC3)cc2)cc(Br)c1OC	14	3	4	-4	112	-2	0.3	-2	-6	-1.6
O=C(COc1ccccc1C(=O)O)Nc1ccc(SC(F)F)cc1	15	·	5	3	103	-2	-0.1	2	0	-0.9
Cc1ccc(S(=O)(=O)NCCC(=O)NC(C)c2ccccc2)cc1 (centres undefined)	-6	0	-7	1	·	-1	-2.3	0	3	-0.4
O=C(O)c1cccc(NC(=O)C23CC4CC(C2)CC(n2cnc(Cl)n2)(C4)C3)c1	11	-1	-4	-3	102	2	-0.9	-1	1	0.2
CCCCN(CC(=O)NC1CC1)S(=O)(=O)c1ccc(OCC)cc1	47	-6	0	-5	94	-2	-0.3	0	5	0.4
CCN(CC)S(=O)(=O)c1cccc(NC(=O)COC(=O)C2CC3C=CC2C3)c1 (centres undefined)	19	2	·	2	102	1	-0.8	-1	-3	-0.6
Cc1ccc2oc(C(=O)Nc3ccc(S(=O)(=O)Nc4onc(C)c4C)cc3)c(C)c2c1	-8	5	9	4	113	6	-0.9	-3	-2	-2.0
O=C(NC(=S)Nc1ccccc1N1CCOCC1)c1ccc(Br)cc1	18	-4	0	-1	98	-9	-1.3	0	-2	0.8
COc1ccccc1C(=O)C1CCCN(C(=O)c2cccc(Cn3cccn3)c2)C1 (centres undefined)	-11	0	-1	0	111	-2	1.5	-6	-5	0.0
CCN(CC)C(=S)SCC(=O)Nc1ncc2c(n1)CCCC2=O	-3	-3	1	1	·	2	-1.0	1	3	-0.6
O=C(c1ccc2c(c1)OCO2)N1CCC2(CC1)Oc1ccc(F)cc1C(=O)C21CC(c2ccc(Cl)cc2)=NO1 (centres undefined)	36	-4	·	-3	100	-3	-1.1	0	-1	-2.6
CN(CCc1ccccc1)C(=O)c1cccc(NC(=O)Cc2cccc(NC(=O)C3CCCN(C(=O)CCc4ccccc4)C3)c2)c1 (centres undefined)	1	-2	·	4	100	-1	-1.5	-5	-7	1.0
CCOc1ccc(OCCC(=O)NNC(=O)c2nn(C)c(=O)c3ccccc23)cc1	31	3	5	4	·	0	-2.2	3	-3	-0.4
Cc1cccc(NS(=O)(=O)c2ccc(C)c(C(=O)NCC(c3ccco3)N3CCCCC3)c2)c1 (centres undefined)	-1	-1	2	-2	110	1	-2.1	-2	-9	-0.2
CC(=O)c1cccc(NC(=O)c2ccccc2-c2ccccc2C(=O)O)c1	-6	-2	-5	0	118	1	0.3	-5	-10	-2.2
CCOc1ccc(NC(=O)c2nsc(Cl)c2Cl)cc1	-19	-3	-3	-2	·	-8	28	-1	2	1.8
Cc1nc(N2CCCCC2)c(C#N)c(C)c1[N+](=O)[O-]	6	-1	1	-2	106	-10	-3.7	-7	2	0.0
Cc1ccc(Cl)cc1NC(=O)CCN1C(=O)C2C3CCC(C3)C2C1=O (centres undefined)	5	-1	-2	-2	93	-3	-0.8	0	-9	0.5
CCn1c(SCC(=O)Nc2nc(C)cs2)nnc1C(C)NC(=O)c1ccccc1 (centres undefined)	-3	3	-5	1	102	2	-1.0	-8	-14	-1.1
CC(C)COC(=O)OCN1C(=O)CN(CCN2CC(=O)N(COC(=O)OCC(C)C)C(=O)C2)CC1=O	3	-5	·	-4	102	-2	1.1	2	2	-0.8
Cc1c(C(=O)NCC(c2ccco2)N2CCCC2)oc2ccc(Cl)cc12 (centres undefined)	30	-4	0	6	109	-4	-5.7	1	-9	-1.9
CCn1c(SCC(=O)Nc2sc3c(c2C#N)CCCC3)nnc1-c1ccco1	1	0	3	15	85	-1	-1.8	2	-5	-0.6
COc1ccccc1NS(=O)(=O)c1ccc(C)c(NC(=O)NCCCl)c1	0	-2	5	5	98	-2	-0.2	-2	4	-1.5
CN(Cc1ccccc1)C(=O)c1[nH]cnc1C(=O)NCCCCCNC(=O)OC(C)(C)C	22	0	·	4	136	-2	-0.1	-3	-17	0.8
CC(=O)c1ccc(OCC(=O)Nc2ccc(N3CCCCC3)cc2)cc1	30	-6	8	0	94	0	-0.7	-2	1	0.2
CCOC(=O)N1CCN(c2cc(=O)n(-c3cccc(Br)c3)c(=O)[nH]2)CC1	-3	·	·	-1	97	0	0.5	-6	-3	1.9
Cc1ccc(CC2CC(=O)N(CC(=O)O)C2=O)cc1 (centres undefined)	-6	-1	-1	0	·	0	-0.6	1	0	1.5
CC(C)C(=O)NC(=S)Nc1ccc(S(=O)(=O)N2CCCC2)cc1	-5	-7	·	-1	109	-4	-0.3	4	-9	1.1
Cc1nc(SCC(=O)N(CC(C)C)C2CCS(=O)(=O)C2)c2c(C)c(C)sc2n1 (centres undefined)	-9	-6	1	6	103	-1	-1.4	-5	1	-1.3
CCC(C(=O)N1CCC(C(N)=O)CC1)n1nc(C)n2c(cc3occc32)c1=O (centres undefined)	-11	·	0	-1	105	0	-0.1	0	-5	0.8
O=C(Nc1ccccc1)OCCNC(=O)c1ccccc1	3	-2	-1	8	108	-1	-0.6	-5	-4	0.3
Cc1cccc(C(=O)O/N=C(\N)Cc2ccc([N+](=O)[O-])cc2)c1	-9	-8	-2	3	80	-8	-0.6	-4	0	0.2
CN(C)CC(=O)Nc1cc(C(F)(F)F)ccc1Cl	8	-5	0	-2	111	-2	-0.7	-1	0	0.8
NC(=O)c1ncn([C@@H]2O[C@H](CO)[C@@H](O)[C@H]2O)c1O	-3	1	·	-2	99	3	0.2	-8	5	1.6
C=C(C)CNC(=O)CCc1nnc(Cc2cccc(C(F)(F)F)c2)o1	-10	-3	-4	-1	100	2	-2.3	-7	-5	-1.4
Cc1ccccc1C(=O)O/N=C(\N)c1ccccc1	12	-3	-1	4	113	-6	-0.5	-6	-2	-1.5
CS(=O)(=O)N1CCC(C(=O)Nc2ccc(OCc3ccccc3)cc2)CC1	-1	-1	-1	-2	101	1	-1.5	6	2	-0.1
COC(=O)c1ccc(OC)c(-c2c(OC)cc(OC)cc2OC)c1	32	·	-1	-1	98	3	-7.1	-4	-22	-0.1
O=C(Nc1nnc(-c2ccccn2)o1)c1cccc(Cl)c1	16	-1	0	-3	116	-1	-1.8	-3	10	0.3
O=C(CCN1C(=O)c2cccc3cccc(c23)C1=O)NC1CCS(=O)(=O)C1 (centres undefined)	-4	-1	-1	7	104	1	-1.6	-6	-10	0.9
CN(C)C(=O)c1ccc(COc2ccccc2Br)o1	6	-3	-1	7	111	-2	-1.5	-1	5	-1.1
COc1ccc(S(=O)(=O)Nc2nc3n(n2)C(c2ccc(Cl)cc2)CC(=O)N3)cc1 (centres undefined)	-3	-3	-11	-3	104	4	-0.9	-1	-14	-1.5
Cc1ccc(SC(C)C(=O)Nc2ccc(S(=O)(=O)N3CCOCC3)cc2)cc1 (centres undefined)	1	10	0	4	·	0	-1.2	1	-8	-1.2
O=S(=O)(NCC1CCCO1)c1cnc(Cl)c(Br)c1 (centres undefined)	14	-1	-2	5	121	0	-0.8	2	-4	1.8

The last 2 entries of the part above open the next one.
SMILES	Arr AP2 block	CAL PDZ FP-1	NSD2 inh	V-ATPase pH	Pemphigus Ab inh	DAGLB inhibitor	CAL PDZ FP-2	Keap1 Nrf2 FP	RTF Ca sens inh	LANA DNA inh
Cc1ccc(SC(C)C(=O)Nc2ccc(S(=O)(=O)N3CCOCC3)cc2)cc1 (centres undefined)	1	10	0	4	·	0	-1.2	1	-8	-1.2
O=S(=O)(NCC1CCCO1)c1cnc(Cl)c(Br)c1 (centres undefined)	14	-1	-2	5	121	0	-0.8	2	-4	1.8
Cc1ccc2nc(SCc3ccc([N+](=O)[O-])cc3)nc(C)c2c1	1	·	1	3	96	-5	-1.8	2	-1	-1.3
O=C(Nc1ccncc1)C1CCN(S(=O)(=O)c2ccccc2C(F)(F)F)CC1	0	-3	·	3	109	0	0.7	-5	1	1.3
CN(C(=O)COC(=O)c1cc2ccccc2cc1O)c1ccccc1	-4	-1	-2	-4	·	-6	-1.4	-10	-3	-0.8
Cc1ccc(C(=O)CC(=O)c2ccccc2)cc1	6	-1	-2	3	99	-12	-1.3	-7	-10	1.0
C=CCN=C(NC#N)SCCc1ccccc1	-2	·	0	4	92	-1	-2.6	-4	5	-3.1
Oc1ccccc1/C=N/Nc1nn[nH]n1	-4	-4	-43	4	120	3	0.9	-2	-4	0.5
COc1ccc(C(=O)NC2=NCCS2)cc1	10	-1	-2	-3	97	0	-2.2	3	-5	1.4
Cc1ccc(-c2cc(C(F)F)nc(NCC3CCCO3)n2)cc1 (centres undefined)	2	-3	·	5	78	-15	-0.7	-4	-8	-2.6
Cc1ccc(-c2nnn(CC(=O)N3CCN(c4ccccc4)CC3)n2)o1	12	-1	·	4	111	-1	-2.0	5	-8	0.4
COc1ccc(C2C(C#N)=C(N)Oc3cc(C)[nH]c(=O)c32)cc1OC (centres undefined)	-13	9	·	-4	97	-1	-1.7	4	-13	-2.4
CCn1cc(C(=O)NCCCOC(C)C)c(=O)c2cc(S(=O)(=O)N3CCC(C)CC3)ccc21	22	-2	-3	0	107	-2	-2.2	0	-3	0.3
CCOC(=O)C1=C(C)Nc2nc3ccccc3n2C1c1ccccc1 (centres undefined)	31	-3	-4	-4	·	-2	0.0	-1	-5	0.6
CCn1c(SCC(=O)NCc2ccco2)nnc1-c1cccs1	6	-2	0	0	·	-2	-2.2	-6	-2	0.2
Nc1nc(C23CC4CC(CC(C4)C2)C3)[nH]c(=O)n1	-5	·	·	2	102	-1	-0.7	-6	-3	1.4

Bioassay records (PubChem)

These rows are one share of the data, so the mix of outcomes need not match the whole.
